Screening results: PubChem BioAssay, Broad Institute
DENV2 CPE: inhibitors of DENV2 cytopathic effect, primary screen, cell-based, plate reader, single concentration; DENV2-infected cells, cytopathic effect rescue; CPE inhibition, % at 9.99 µM; hit rate 1.7% among 350,000; AID 651640, 2012; in the data active means CPE inhibition above about 20%, passing the limit was not always enough; inconclusive means no clear call, values can overlap the other calls; tested in BHK-21 cells;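 further: 0% = median of neutral control wells and 100% = median of positive control wells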
miR122 inh: miR-122 Renilla sensor signal increase in Huh7, primary screen, miR-122 inhibitor project, cell-based, single point, plate reader. Huh7 miR-122 Renilla luciferase sensor, 48 h; neutral wells = 0, positive control = 100. hit rate 0.3% among 340,000. AID 602342, 2012. activation (reporter increase), % at 12.5 µM;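 active means mean replicate activation score at least 90 and every replicate individually at or above 90; inconclusive means only one of the two criteria met; inactive means neither criterion met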;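 further: higher luciferase means less miR-122 activity so hits act as miR-122 inhibitors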
ERAP1 HTS inh: human ERAP1 aminopeptidase inhibitors, primary screen, biochemical, single point, plate reader; recombinant ERAP1, Leu-AMC fluorescence, 60 min; inhibition, % at 10.7 µM; Endoplasmic reticulum aminopeptidase 1 (Homo sapiens), Q9NZ08; hit rate 0.15% among 340,000;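 active means mean replicate inhibition of at least 30%, or all replicates individually reaching that 30% level; inactive means mean below 30% and not every replicate reaching it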;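 further: 0% = neutral control wells and 100% = L-leucinethiol positive control wells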
SIRT5 block: SIRT5 desuccinylase inhibitors, primary screen, biochemical, fluorescence imaging, single point, set 5. hit rate 1.1% among 330,000. Purified SirT5, succinyl-peptide AMC, trypsin-coupled fluorescence. inhibition, % at 15 µM. AID 652115, 2013. NAD-dependent protein deacylase sirtuin-5, mitochondrial (Homo sapiens), Q9NXA8; in the data active means inhibition above about 15%; inconclusive means no clear call, values can overlap the other calls
Target sequence (Q9NXA8 whole entry, looked up): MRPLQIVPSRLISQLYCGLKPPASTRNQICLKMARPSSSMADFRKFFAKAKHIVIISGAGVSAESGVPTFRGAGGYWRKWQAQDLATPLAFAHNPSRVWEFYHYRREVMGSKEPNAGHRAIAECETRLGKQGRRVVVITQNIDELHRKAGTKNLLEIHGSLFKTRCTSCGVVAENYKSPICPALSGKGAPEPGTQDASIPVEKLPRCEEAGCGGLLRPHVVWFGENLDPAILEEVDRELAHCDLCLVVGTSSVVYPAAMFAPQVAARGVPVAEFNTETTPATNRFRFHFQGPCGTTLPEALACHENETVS
CFTR F508del cor: F508del CFTR correction, initial screen, CFBE line, single point | AID 720511, 2013 | CFBE cells, YFP halide quenching; stimulated with forskolin plus potentiator P3; % fluorescence drop versus neutral controls | activity (quench increase), % at 7.58 µM | hit rate 0.36% among 350,000;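 active means mean added fluorescence quench of at least 8% versus neutral control, with both replicates also reaching 8%; inconclusive means only one of the mean or replicate conditions met; inactive means mean below 8% and not both replicates reaching 8%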;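 further: cells transiently co-express mutant CFTR-F508del with the halide-sensitive YFP; corrector assay measuring rescue of mutant channel to the surface after 24 h compound exposure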
ERp5 inh: inhibitors of ERp5-driven insulin aggregation, primary screen, biochemical, turbidity, absorbance 650 nm, single point. Protein disulfide-isomerase A6 (Homo sapiens), Q15084. 90 min. inhibition, % at 9.99 µM. hit rate 0.05% among 350,000;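 active means mean replicate inhibition above about 25%, with every replicate also reaching it, limit read from the data, passing the limit was not always enough; inconclusive means only one of those two criteria met; inactive means neither criterion met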
Target sequence (Q15084 whole entry, looked up): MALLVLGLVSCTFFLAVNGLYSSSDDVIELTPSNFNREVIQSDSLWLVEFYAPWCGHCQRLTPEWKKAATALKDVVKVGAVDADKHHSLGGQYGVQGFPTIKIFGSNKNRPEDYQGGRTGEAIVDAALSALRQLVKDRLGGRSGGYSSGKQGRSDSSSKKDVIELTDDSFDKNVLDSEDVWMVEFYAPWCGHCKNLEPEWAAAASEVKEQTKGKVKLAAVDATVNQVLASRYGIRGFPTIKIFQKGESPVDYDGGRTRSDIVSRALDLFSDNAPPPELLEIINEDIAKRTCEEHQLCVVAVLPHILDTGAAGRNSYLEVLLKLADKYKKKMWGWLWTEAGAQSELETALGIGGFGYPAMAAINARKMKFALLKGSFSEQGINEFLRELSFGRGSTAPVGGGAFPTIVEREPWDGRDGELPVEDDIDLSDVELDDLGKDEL
CASP6 VEID inh: human caspase-6 inhibitors, primary screen, biochemical, VEID-R110 fluorescence, single point, set 2; purified caspase-6, Z-VEID-R110 cleavage fluorescence; inhibition, % at 12.5 µM; hit rate 0.53% among 350,000; AID 686996, 2013;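 active means mean inhibition across replicates at least about 35%, with every replicate also reaching that limit, limit read from the data; inconclusive means only one of the two criteria met; inactive means neither criterion met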;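 further: 0% = median of neutral control wells and 100% = no fluorescence left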
Target sequence (P55212 24-179 limits assumed): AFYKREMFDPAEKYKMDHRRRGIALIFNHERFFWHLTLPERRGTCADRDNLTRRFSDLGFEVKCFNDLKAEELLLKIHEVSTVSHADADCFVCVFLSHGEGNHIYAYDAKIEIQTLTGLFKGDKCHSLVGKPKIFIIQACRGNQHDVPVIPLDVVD
Target sequence (P55212 194-293 limits assumed): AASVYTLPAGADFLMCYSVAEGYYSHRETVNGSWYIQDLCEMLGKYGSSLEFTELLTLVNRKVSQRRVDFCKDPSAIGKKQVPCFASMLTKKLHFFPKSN
Active calls of the source: *; ? = inconclusive; / = not tested or not shown; & = joins results of further samples; [ ] = dose if it differs, or a comment.

SMILES	DENV2 CPE	miR122 inh	ERAP1 HTS inh	SIRT5 block	CFTR F508del cor	ERp5 inh	CASP6 VEID inh
CC[C@@H](C)C(N)c1cn([C@@H](CCC(=O)O)C(=O)N2CCNCC2)nn1 (some centres not stated)	17	4	-1	/	-0.6	7	-10
COc1ccc(NC(=O)CN2CCN(CC#N)CC2)cc1	4	2	4	10	-0.6	4	3
CCSc1oc(-c2ccccc2)nc1S(=O)(=O)c1ccccc1	/	/	0	-2	/	-11	0
O=C(N/N=C/c1ccc2c(c1)OCO2)c1cc2ccccc2o1	-2	/	/	-6	0.9	5	1
CC(C)COC(=O)N1CCCC(c2cc(C(=O)Nc3ccccc3Cl)no2)C1 (configuration not stated)	5	3	2	-5	-0.4	-1	1
OCCN1CCN(CC/C=C2/c3ccccc3Sc3ccc(Cl)cc32)CC1	9	0	5	2	-12	1	4
C[C@@H]1CN([C@@H](C)CO)C(=O)c2cccc(NS(=O)(=O)c3cn(C)cn3)c2O[C@@H]1CN(C)S(=O)(=O)c1cccs1	5	2[16.7 µM]	0	0	-0.2	14	1
COc1ccc2c3c([nH]c2c1)[C@@H](CO)N(C(=O)Nc1ccc(F)cc1)CC31CCN(S(=O)(=O)c2cccs2)CC1	?	/	3	7	1.1	-3	2
CN(CCOc1ccc(Cl)cc1)C(=O)Cc1ccc(S(=O)(=O)N2CCOCC2)s1	5	-6	-1	1	-1.5	-1	2
O=C(Nc1ccnn1C1CCN(Cc2ccc(O)c(Cl)c2)CC1)C1CCCC1	-3	-9	-1	-1	1.4	6	1

Entries of single compounds from above. Screens in order: DENV2 CPE | miR122 inh | ERAP1 HTS inh | SIRT5 block | CFTR F508del cor | ERp5 inh | CASP6 VEID inh
COc1ccc2c3c([nH]c2c1)[C@@H](CO)N(C(=O)Nc1ccc(F)cc1)CC31CCN(S(=O)(=O)c2cccs2)CC1 is entered as ? | / | 3 | 7 | 1.1 | -3 | 2
CC(C)COC(=O)N1CCCC(c2cc(C(=O)Nc3ccccc3Cl)no2)C1 (configuration not stated) is entered as 5 | 3 | 2 | -5 | -0.4 | -1 | 1
OCCN1CCN(CC/C=C2/c3ccccc3Sc3ccc(Cl)cc32)CC1 is entered as 9 | 0 | 5 | 2 | -12 | 1 | 4
O=C(Nc1ccnn1C1CCN(Cc2ccc(O)c(Cl)c2)CC1)C1CCCC1 is entered as -3 | -9 | -1 | -1 | 1.4 | 6 | 1

Going on with the list.
SMILES	DENV2 CPE	miR122 inh	ERAP1 HTS inh	SIRT5 block	CFTR F508del cor	ERp5 inh	CASP6 VEID inh
N#Cc1ccc(C(=O)OCC(=O)N2CCCC2)cc1	-6	3	-4	1	-0.5	-1	0
O=C(C1CCCCC1)N1CC(=O)N2[C@@H](CO)[C@H](c3ccc(-c4cccnc4)cc3)[C@@H]2C1	-3	/	0	2	-0.4	-1	-2
O=C(N/N=C1\CC2CC=CC12)c1ccc(O)cc1 (configuration not stated)	-6	-4	-7	-3	0.3	-3	-3
CC(C)Oc1ccc(C2CC(=O)N(c3cccc(/C=C/C(=O)O)c3)C2=O)cc1 (configuration not stated)	6	/	-4	0	-4.8	-2	/
S=c1[nH]nc(-c2ccncc2)n1/N=C/C=C/c1ccco1	5	/	0	10	-0.2	-2	51*
CC(=O)C1=C(O)C(=O)N(CCc2ccccc2)C1c1ccccc1[N+](=O)[O-] (configuration not stated)	31*	/	0	6	0.4	4	2
CCOC(=O)NC1=NCC(C)(C)S1	2	/	0	-5	2.4	2	0
CCOC(=O)C1CCCN(c2nc3c(C)cccn3c(=O)c2/C=C(\C#N)C(=O)NCc2ccco2)C1 (configuration not stated)	-5	/	-4	0	/	2	-4
CCOC(=O)C1=C(C)NC(C)=C(C(=O)OCC)C1C(=O)OCC(=O)N1CCCCC1C (configuration not stated)	10	0	5	-5	1.7	2	0
COc1ccc(C2=CC(=O)C[C@H](c3ccc(OC)c(OC)c3)C2)cc1	-7	0	-1	/	2.7	5	4
CCC(=O)N1[C@H](CNC(=O)COC)[C@H](c2ccc(-c3ccccc3)cc2)[C@@H]1CO	-6	29[16.7 µM]	-3	-3	0.9	1	-2
COC(=O)[C@]12C[C@H](CC(=O)N3CCN(C(=O)C4CC4)CC3)C(=O)N(Cc3ccccc3)C1=C[C@H](C(C)C)O[C@@H]2C1CC1	-11	/	0	/	1.2	-11	-1
Cc1ccccc1-c1csc(C(O)c2ccccc2)n1 (configuration not stated)	-8	-9	1	3	0.8	7	0
CCN(C(=O)CN1C(=O)/C(=C/c2ccccc2)SC1=S)C1CCS(=O)(=O)C1 (configuration not stated)	-4	-4	-2	0	-2.2	1	0
COc1ccc(NC(=O)Nc2ccc3c(c2)C(=O)N([C@@H](C)CO)C[C@@H](C)[C@H](CN(C)Cc2ccccc2)OCCCC[C@H](C)O3)cc1	1	7[16.7 µM]	-2	-3	0.9	-2	-1
CO[C@@H](CN(C)C(=O)c1ccccc1F)[C@H](C)CN([C@@H](C)CO)S(=O)(=O)c1ccc(Cl)cc1	-2	/	-1	-1	1.1	2	1
Cc1oc(C(C)(C)C)cc1C(=O)N1CCN(C(c2ccccc2)c2ccccc2)CC1	-4	-4	5	-2	0.0	0	1
COc1ccc(NC(=O)N(C)C[C@@H]2OCCCC[C@@H](C)Oc3ccc(NC(=O)Nc4ccc(C(F)(F)F)cc4)cc3C(=O)N([C@@H](C)CO)C[C@H]2C)cc1	1	1[16.7 µM]	1	9	2.1	-1	1
C[C@@H]1CN([C@H](C)CO)C(=O)Cc2cc(N(C)C)ccc2O[C@H]1CN(C)Cc1ccc(C(=O)O)cc1	-6	-2[16.7 µM]	1	/	1.6	-3	2
C=C1[C@@H](CCO)N(S(=O)C(C)(C)C)C[C@@H]1C (some centres not stated)	2	/	-2	5	-3.5	-3	-4
Cc1ccc(S(=O)(=O)Nc2ccc3c(c2)C(=O)N([C@H](C)CO)C[C@H](C)[C@H](CN(C)S(=O)(=O)c2ccccc2)OCCCC[C@@H](C)O3)cc1	-14	0[16.7 µM]	2	15	4.5	2	0
O=C(c1ccco1)N1CCN(c2ccc([N+](=O)[O-])cc2F)CC1	4	-2	-2	-3	0.8	-2	-1
Cn1nc(N)c2ncc(-c3ccc(Cl)cc3)nc21	-4	-11	-2	-2	2.6	-3	/
COc1ccc(/C=C/C(=O)Nc2cc(S(=O)(=O)N3CCOCC3)ccc2C)cc1OC	-1	-8	3	-1	-0.9	-2	0
CCOC(=O)c1ccc(NC(=S)Nc2cc(C)cc(C)n2)cc1	3	/	-2	7	2.7	0	1
Nc1nc(-c2ccc(Cl)cc2)c(N=Nc2ccc(S(=O)(=O)N3CCOCC3)cc2)s1	-5	-9	1	0	0.4	6	-1
CC(C)(C)c1ccc(C(=O)N2CCC2(C)C(=O)NCc2cccc3ccccc23)cc1 (configuration not stated)	-4	0	-6	/	-5.5	7	0
CCc1cc2c(Sc3nc4ccccc4s3)ncnc2s1	/	/	0	-3	/	-5	0
COc1ccc(S(=O)(=O)N2CCCCCC2)cc1C(=O)N1CCN(C(C)=O)CC1	14	1	2	-2	-6.2	0	0
CC(NC(=O)CCC(=O)N1CCCCCC1)c1ccccc1 (configuration not stated)	11	5	1	2	-0.1	0	-1
COC(=O)C1=C(C)N(Cc2ccc(Cl)cc2)C(=S)NC1c1cccc(F)c1 (configuration not stated)	-8	/	-1	/	-2.6	-1	0
Cc1ccc(S(=O)(=O)Nc2cccc3c2O[C@H](CN(C)Cc2ccccc2)[C@H](C)CN([C@@H](C)CO)C3=O)cc1	13&7	/	-3	3	-0.6&3.1	-1	-2
COc1ccc(Br)cc1[C@H]1[C@@H]2C=CCC[C@@]2(C)C(=O)N1Cc1ccccc1	16	/	/	/	2.7	0	0
CCOC(=O)C(CC)Sc1cc(C)nc2ccc(OC)cc12 (configuration not stated)	-3	5	1	1	-1.4	-2	-2
Cc1cccc(C(=O)Oc2ccc(/C=N/NC(=O)c3ccncc3)cc2)c1	8	/	4	1	/	-4	-3
CN(CC(=O)Nn1cnnc1)S(=O)(=O)c1ccccc1	2	4	0	-1	-0.7	?	-2
Cc1cc(NC(=O)CN2C(=O)[C@@H]3[C@H](C2=O)[C@@H]2C[C@H]3C(Br)C2Br)no1 (some centres not stated)	-1	/	1	0	2.2	5	1
Cc1nn(-c2ccccc2)c(C)c1C(=O)OC(C)C(=O)Nc1ccc(C(N)=O)cc1 (configuration not stated)	-3	-2	2	/	-6.1	-1	2
C=CCN(C(=O)COC(=O)c1cc[n+]([O-])cc1)c1nc(-c2ccccc2)cs1	6	-6	1	-5	-4.3	0	-1
COc1ccc(NC(=O)Nc2cccc3c2O[C@H](CN(C)C(=O)NC2CCCCC2)[C@@H](C)CN([C@@H](C)CO)C3=O)cc1	4	15[16.7 µM]	0	-3	5.9	7	2
COc1ccc(CCC(=O)N2CCN(c3ccc(OC)cc3)CC2)cc1	-1	/	3	-2	-1.2	3	-1
O=C(C[C@H]1C[C@H]2c3cc(NC(=O)c4cccnc4)ccc3O[C@H]2[C@@H](CO)O1)NCc1cccc(F)c1	13	4[16.7 µM]	-1	0	-1.0	-6	-2
CCOC(=O)c1c(C)c(C(=O)NCCN2CCOCC2)c(C)n1C	9	-15	2	-4	-1.2	8	0
COc1ccc2cc(-c3[nH]ncc3CN3C[C@@H]4CCC[C@H]3C4)ccc2c1	/	/	1	-9	-0.4	-1	-14
COCCCNC(=O)Cn1c(=O)n(Cc2ccc(C(=O)NCCc3ccc(OC)c(OC)c3)cc2)c(=O)c2ccccc21	-2	-3	/	-7	-2.3	-3	3
CNC(=O)c1sc(NCc2ccccc2OC)nc1C	-3	-2	0	/	-0.8	4	-5
C[C@@H]1CCCCO[C@@H](CN(C)CC2CC2)[C@@H](C)CN([C@H](C)CO)C(=O)c2cc(N(C)C)ccc2O1	0	-8	-1	-4	0.5	1	-15
Cc1cccc(C2NC(=O)c3ccccc3N2)c1 (configuration not stated)	-3	0	-2	/	-1.6	-4	-2
CCOC(=O)Cn1nc2sc3ccccc3n2c(=O)c1=O	1	0	1	-1	0.8	3	2
Cc1noc(C)c1NC(=O)N(C)C[C@@H]1OCCCC[C@H](C)Oc2ccc(NC(=O)C3CCCCC3)cc2C(=O)N([C@H](C)CO)C[C@@H]1C	?	0[16.7 µM]	2	1	-0.4	-1	-2

Later entries:
SMILES	DENV2 CPE	miR122 inh	ERAP1 HTS inh	SIRT5 block	CFTR F508del cor	ERp5 inh	CASP6 VEID inh
C[C@]12C=CC(=O)C=C1CC[C@@H]1[C@@H]2[C@@H](O)C[C@@]2(C)[C@H]1CC[C@]2(O)C(=O)COC(=O)CCC(=O)NCCc1ccc(O)cc1	5	0	1	2	5.7	3	2
Cc1cc(=O)n2c(sc3ccccc32)c1C#N	8	-7	-3	-1	-0.7	-3	13
C=CC[C@H](CC(=O)N(CCO)Cc1ccccc1)C(=O)N[C@H](COC(=O)[C@H](CC=C)CC(=O)OC(C)(C)C)Cc1c[nH]c2ccccc12	2	/	1	-5	-1.3	-2	-2
CC(=O)Nc1c2c(nn1-c1cccc(Cl)c1)CS(=O)(=O)C2	-1	3	1	-6	0.7	2	2
CCCN(C)C[C@@H]1OCCCC[C@@H](C)Oc2ccc(N(C)C)cc2C(=O)N([C@@H](C)CO)C[C@@H]1C	-3	-1[16.7 µM]	-6	1	2.0	1	1
O=C1Nc2ccccc2C(=O)N2c3ccccc3NC(=O)C12 (configuration not stated)	3	5	0	2	2.0	0	1
COc1ccc(CCNC(=S)N(C)C)cc1OC	0	-9	-2	-3	-3.2	-7	-4
O=c1cc(CN2CCCCC2)nc(C2CC2)[nH]1	0	2	1	-5	3.4	-2	0
Cc1ccc(C(=O)/C=C/c2ccc3ncccc3c2)cc1	1	-1	-2	-1	-2.1	0	12

Compounds were not picked by outcome; about 4% have a hit in one of these screens.
